Screening results deposited in PubChem BioAssay by Broad Institute.
miR-122 sensor: miR-122 Renilla sensor signal increase in Huh7, primary screen, miR-122 inhibitor project, cell-based, single point, plate reader. Huh7 miR-122 Renilla luciferase sensor, 48 h; neutral wells = 0, positive control = 100. activation (reporter increase), % at 12.5 µM. 340,000 compounds, 0.3% hits. AID 602342, 2012;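 active = mean replicate activation score at least 90 and every replicate individually at or above 90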;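 note: higher luciferase means less miR-122 activity so hits act as miR-122 inhibitors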
Casp6 inh: human caspase-6 inhibitors, primary screen, biochemical, VEID-R110 fluorescence, single point, set 2 | purified caspase-6, Z-VEID-R110 cleavage fluorescence | P55212 | 350,000 compounds, 0.53% hits | AID 686996, 2013 | inhibition, % at 12.5 µM;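 active = mean inhibition across replicates at least about 35%, with every replicate also reaching that limit, limit read from the data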;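 note: 0% = median of neutral control wells and 100% = no fluorescence left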
Target sequence (P55212 24-179 limits assumed): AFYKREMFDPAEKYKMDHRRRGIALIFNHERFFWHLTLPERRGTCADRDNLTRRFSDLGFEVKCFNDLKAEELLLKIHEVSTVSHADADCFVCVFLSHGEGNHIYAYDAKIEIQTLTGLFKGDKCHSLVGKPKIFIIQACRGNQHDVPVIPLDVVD
Target sequence (P55212 194-293 limits assumed): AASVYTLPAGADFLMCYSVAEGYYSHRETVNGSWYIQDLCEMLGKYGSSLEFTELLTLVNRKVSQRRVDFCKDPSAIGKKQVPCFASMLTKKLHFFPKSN
PGC1a acetyl inh: inhibitors of PGC1a acetylation signal, primary screen, cell-based, U2OS, AlphaScreen, inhibitor mode; 350,000 compounds, 0.17% hits; inhibition, % at 15.6 µM; AlphaScreen anti-acetyl-lysine; with virally co-expressed GCN5 acetyltransferase;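 active = every replicate shows inhibition of at least 40%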;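 note: 0% = neutral control wells and 100% = positive control wells; some results beyond the cut were filed as inactive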
EWS-Fli block: EWS/Fli-driven NR0B1 reporter inhibitors, primary screen, A673 cells, NR0B1 luciferase, luminescence, MLPCN library; viability-normalised; inhibition, % at 12.6 µM; 350,000 compounds, 0.67% hits;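 active = mean inhibition of at least 50% after viability correction, with every replicate also passing that limit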;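 note: firefly luciferase signal divided by Alamar Blue viability fluorescence both relative to DMSO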
Cneo AK release: Cryptococcus neoformans cell lysis inducers, primary screen, AK release luminescence, single concentration; AID 651654, 2012; 360,000 compounds, 0.2% hits; lysis activity, % at 15 µM; C. neoformans lysis, adenylate kinase release luminescence, 4 h; normalised: neutral wells 0, clomiphene wells 100;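 active = mean lysis activity across replicates of at least 80%, whatever share of replicates individually reach that level; inactive = mean lysis activity below 80%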
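read-out = cell lysis signal | test system = log-phase Cryptococcus neoformans yeast cells | input = cells at 5 × 10^6 per mL | medium = fresh YPD growth medium | signal = luminescent adenylate kinase detection reagent | timing = 4 h at 37 °C static, read 1 h later | dosing = single dose | controls = Clomiphene as positive lysis control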
LGR2 inh: inhibitors of bursicon-induced LGR2 CRE-luciferase signal, primary screen, cell-based, HEK293, CRE-luciferase reporter, bursicon stimulation. 380,000 compounds, 0.35% hits. bursicon-stimulated, 4 h. Drosophila bursicon receptor LGR2 (rickets). inhibition, % at 9.99 µM;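 active = drop in luminescence signal, shown as inhibition above about 50% in the replicate tests, limit read from the data, passing the limit was not always enough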;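 note: agonist challenge used bursicon conditioned medium at about half maximal strength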
PAX8 reporter: inhibitors of PAX8-driven TPO luciferase reporter, primary screen, RMG-I cells, single concentration | SteadyGlo, 24 h | inhibition, % at 12.6 µM | 360,000 compounds, 1.2% hits | AID 652154, 2013;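 active = mean replicate inhibition at least 60% with every replicate also reaching 60%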;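 note: luciferase light reporting Pax8 driven TPO promoter activity; plate controls were median of neutral control wells for no effect and mitoxantrone controls for full effect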
FN deposition inh: inhibitors of fibronectin matrix deposition, primary screen, AH1F cells, Alexa488-fibronectin fluorescence, plate reader; AH1F fibroblasts, overnight; inhibition, % at 12.6 µM; 350,000 compounds, 0.086% hits;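 active = mean inhibition across replicates of 30% or more, regardless of how many single replicates reach that level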;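 note: positive control wells lacked labelled fibronectin entirely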
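Schedule: 1 h cell adhesion before compound, then overnight fibronectin incubation; test system: AH1F fibroblast monolayer depositing Alexa488-labelled fibronectin into matrix; quantity: 10000 AH1F cells per well; probe or stimulus: fluorescent fibronectin at 24 nM final; signal: fluorescence, ex 485 nm, em 525 nm; evaluation: percent inhibition as loss of matrix-bound fibronectin fluorescence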
* marks the source's active call; other numbers are inactive results; x = no result given; & = joins results of further samples; [ ] = remark or other dose.

The line under a structure holds: miR-122 sensor	Casp6 inh	Cneo AK release	EWS-Fli block	LGR2 inh	PAX8 reporter	PGC1a acetyl inh	FN deposition inh
Cn1cc(SCC(=O)N2CCCc3ccccc32)c2ccccc21
    2	0	0	-38	16	5	-1	-1
Cc1ccc(SCCC(=O)NCCSCc2ccco2)cc1
    x	7	x	7	-13	18	-1	-12
O=C(Nc1cccc(Cl)c1)N1[C@@H]2CNC[C@H]1C2c1ccc(/C=C/c2ccccc2)cc1 (stereo partly specified)
    x	0&1	x	x	2&21	x	-5&-1	-4&1
CC(=O)Nc1ccc(CN2CCN(Cc3ccc(F)c(F)c3)C(CCO)C2)cc1 (stereo unspecified)
    1	1	x	12	-13	12	33	-2
COc1cccc(C(=O)/C=C/Nc2cccc(O)c2)c1
    x	-1	1	26	41	x	-1	x
Cc1csc(NC(=O)CCCc2cccs2)n1
    -9	0	1	4	-46	-61	-6	1
O=C([C@@H]1[C@@H](CO)[C@@H]2Cn3c(cccc3=O)[C@H]1N2C(=O)c1ccccn1)N1CCCCC1
    x	1	-2	1	-3	x	x	x
CCCNS(=O)(=O)c1ccc(CCC(=O)N2CCC(C)CC2)cc1
    7	x	3	x	x	1	-2	6
Cn1c(SCc2cccc(F)c2)nnc1-c1cnccn1
    2	1	0	-27	-25	-60	-16	16
CCSc1ccccc1C(=O)Nc1cccnc1
    -6	x	-1	x	x	23	13	x
COc1ccccc1C#Cc1ccc([C@H]2[C@@H](CO)N3CCCCN(C(=O)C4CC4)C[C@@H]23)cc1
    21[16.7 µM]	1	-2	-12	x	-7	-10	x
C[C@H](O)C#Cc1cnc2c(c1)C(=O)N([C@@H](C)CO)C[C@@H](C)[C@H](CN(C)C(=O)Nc1ccc(F)cc1)O2
    -2[16.7 µM]	4	3	-4	2	x	3	-13
C[C@@H]1CN([C@H](C)CO)C(=O)c2cc(C#CC3CC3)cnc2O[C@H]1CN(C)C(=O)Cc1ccccn1
    -2[16.7 µM]	-1	-9	3	19	x	1	x
CCC(NC(=O)c1ccccc1NC(=O)c1ccco1)C(=O)NNC(=O)c1ccc(OC)cc1 (stereo unspecified)
    x	1	x	2	6	-2	x	-5
COc1ccc(-n2nc(C(=O)NCC(=O)Nc3cccc(Cl)c3)c3ccccc3c2=O)cc1
    -7	1	1	-2	4	-8	3	-2
Cc1ccnc(N2CCC(C(=O)Nc3nnc(C)s3)CC2)n1
    9	x	2	x	x	x	-7	8
Cc1ccc(S(=O)(=O)N2CCCCC2)cc1NS(=O)(=O)c1cccc(C(=O)O)c1
    x	9	x	-8	0	-1	x	5
CN(c1cccc(NC(=O)c2ccccc2N(Cc2ccccc2)S(C)(=O)=O)c1)S(C)(=O)=O
    3	0	-1	7	6	15	x	2
O=C(COC(=O)c1cc(-c2ccccc2Cl)nc2ccccc12)Nc1ncc(C(F)(F)F)cc1Cl
    2	x	1	x	23	0	x	4
CNc1nc(Oc2ccc3sc(C)nc3c2)c2sccc2n1
    x	3	1	5	-32	13	x	5
CCn1c(SCc2ccccc2)nc2ccccc2c1=O
    -2	1	2	8	-13	15	x	-7
O=C(NCc1ccccn1)C1CCN(S(=O)(=O)N2CCCC2)CC1
    -2	-1	3	-9	5	x	4	x
COc1ccc(S(=O)(=O)N/N=C(/C)c2ccncc2)cc1
    1	-6	-1	x	11	-16	5	-4
CN(CCOc1ccc(CC2SC(=O)NC2=O)cc1)c1ccccn1 (stereo unspecified)
    4&19	0	1&0	-12&-10	5&-6	-18&-27	1	2&9
Cc1ccc(SCC(=O)OCC(=O)NC2(C#N)CCCCC2)cc1
    -4	-1	-6	x	8	-6	0	0
CC(=O)NC(=S)Nc1ccc(NC(=S)NC(=O)c2ccc([N+](=O)[O-])cc2)cc1
    x	1	x	25	-5	1	x	-4
CC(=O)c1ccc(S(=O)(=O)N2CCN(C(C)C(=O)N(C)Cc3ccccc3)CC2)cc1 (stereo unspecified)
    44	1	1	11	-30	2	9	-9
Cn1c(=O)c2cc(NC(=S)NC3CC3)ccc2n1Cc1ccccc1
    -2	58*	3	-22	-26	-23	-5	-3
CC(C)CC1NC(=O)N(CC(=O)Nc2ccc3c(c2)OCCO3)C1=O (stereo unspecified)
    -15	3	-2	1	2	-3	9	-7
CN1CCN(C(=O)[C@@H]2[C@@H](CO)[C@@H]3Cn4c(ccc(-c5cncnc5)c4=O)[C@@H]3N2CC2CC2)CC1
    x	0	-3	4	-2	x	x	x
C[C@@H]1CCCCO[C@@H](CN(C)S(=O)(=O)c2cn(C)cn2)[C@@H](C)CN([C@H](C)CO)C(=O)c2cc(NS(C)(=O)=O)ccc2O1
    5[16.7 µM]	-1	2	-12	7	x	9	x
CN1C[C@H]2[C@@H](c3ccccc31)[C@H](CO)N2C(=O)C1CCOCC1
    7[16.7 µM]	-3	4	-11	-14	-5	4	-8
CCCn1nnc(NC(=S)NC(=O)/C=C/c2ccc(Cl)cc2)n1
    -7	-3	1	8	2	-91	2	-2
C=CCNC(=O)c1onc(CSc2cc(C)ccc2C)c1C(=O)O
    -1	0	-1	0	-7	8	2	-11
O=C(CN1CCOCC1)N1CC[C@H]2[C@H](CO)Nc3ccc(-c4ccccc4F)cc3[C@H]21
    11[16.7 µM]	x	0	-4	4	-25	4	1
CC1(c2nnc(Cc3ccccc3)o2)CC(c2c(Cl)cccc2Cl)=NO1 (stereo unspecified)
    x	0	2	-8	17	-25	x	-5
Cc1cc(C(=O)Nc2cccc3c2O[C@H](CN(C)S(=O)(=O)c2ccc(F)cc2)[C@H](C)CN([C@@H](C)CO)C3=O)n(C)n1
    0[16.7 µM]	-1	-6	-1	-11	x	-3	x
Cc1[nH]c2ccccc2c1C(=O)C(C)Sc1nnc(C2CC2)o1 (stereo unspecified)
    3	3	-5	5	4	18	7	-7
NC(c1ccc(F)c(F)c1)c1nc(-c2cncnc2)cs1 (stereo unspecified)
    1	1	0	1	0	-10	-5	10
CCOc1ccccc1NC(=O)CCNC(=O)Cn1ccc2ccccc2c1=O
    -1	-2	4	3	2	-10	x	4
COc1ccc(NC(=O)Nc2ccc3c(c2)[C@H]2C[C@H](CC(=O)N4CCCCC4)O[C@H](CO)[C@H]2O3)cc1
    3[16.7 µM]	1	-56	2	7	6	18	-2
CSc1nsc(NC(=O)Cc2ccccc2)n1
    5	4	10	-32	-1	x	x	x
N#Cc1nc(-c2ccc(Cl)cc2)oc1NCCc1ccccn1
    -2	x	-1	x	x	-161	-5	-4
Cc1nc(SCC(=O)c2ccc(F)cc2)c([N+](=O)[O-])[nH]1
    -2	x	-2	x	-6	x	-1	x
Cc1cccc(NC(=O)CCNS(=O)(=O)c2cccc3nsnc23)c1
    4	x	0	x	x	-1	x	6
Cc1ccc(-c2ccc([C@@H]3[C@@H](CO)N4C(=O)CN(C(=O)c5ccncc5)C[C@@H]34)cc2)cc1
    x	x	x	-5	-1	-6	-2	x
Cc1ccc(SCC(=O)NC(=O)NCCC(C)C)c(C)c1
    9	4	0	-3	7	-5	-1	2
COC(=O)C[C@H]1C=C[C@@H](NC(=O)Nc2c(C)noc2C)[C@@H](CO)O1
    x	-1	x	1	8	1	x	6
CC(C)C(=O)N1CCN(c2c(Cl)cccc2[N+](=O)[O-])CC1
    3	x	0	x	x	x	-15	-1
N#CCOC(=O)c1cc(S(=O)(=O)N2CCCCC2)ccc1N1CCOCC1
    5	3	0	0	8	-5	3	-2
O=C(C[C@@H]1CC[C@H]2[C@@H](COC[C@H](O)CN2C(=O)C2CC2)O1)NCc1ccncc1
    3[16.7 µM]	1	-6	1	1	8	10	-2
Cc1ccnc(NC(=O)COC(=O)C23CC4CC(CC(C4)C2)C3)n1
    -2	19	0	-3	-16	-10	8	0
Cc1scc(C(=O)NNC(=S)NCC(C)C)c1C
    x	0	x	-1	-29	-27	x	6
O=[N+]([O-])c1ccc(Sc2nnnn2-c2ccccc2)nc1
    x	17	x	19	68*	78*	x	1
CC12CN3CC(C)(CN(C1)C3c1ccc(Cl)cc1)C2 (stereo unspecified)
    x	-8	x	-5	8	-4	4	-5
Cc1noc(C)c1NC(=O)Nc1ccc2c(c1)CC(=O)N([C@@H](C)CO)C[C@@H](C)[C@@H](CN(C)Cc1ccc(C(=O)O)cc1)O2
    -10[16.7 µM]	0	-1	-5	-32	x	14	-6
CC1CC(C)CN(S(=O)(=O)c2ccc(NC(=O)CCNC(=O)c3ccc([N+](=O)[O-])cc3)cc2)C1 (stereo unspecified)
    -1	-1	0	10	4	-15	-6	-1
CCn1cnc2cc(NC(=O)c3ccc(C)cc3)ccc21
    -6	-1	-1	-93	-71	-132	x	5
Cc1ccc(C(=O)OCC(=O)Nc2nc(-c3ccccc3)cs2)cc1NC(=O)c1ccco1
    -2	-6	0	-42	9	-36	-14	-10
O=C(COc1nncc2ccccc12)Nc1ccc(Br)cc1F
    -4	-5	-3	-35	-15	15	x	4

New compounds follow
The line under a structure holds: miR-122 sensor	Casp6 inh	Cneo AK release	EWS-Fli block	LGR2 inh	PAX8 reporter	PGC1a acetyl inh	FN deposition inh
CC(C)CCN1CCNC(=O)C1CC(=O)N(C)CCCN1CCOCC1 (stereo unspecified)
    2	-13	-1	-1	-1	-5	-1	2
O=[N+]([O-])c1ccc(Sc2cccc3cccnc23)c([N+](=O)[O-])c1
    -1	0	7	-33	37	x	-35	x
COc1ccc(Br)cc1CN(C)C(=O)C1CC(=O)N(C2CCCC2)C1 (stereo unspecified)
    -2	-2	2	2	23	-10	-9	12
COc1cccc(C(=O)Nc2ccc3c(c2)C(=O)N(C)[C@H]2CC[C@@H](CC(=O)NCCCN4CCOCC4)O[C@@H]2CO3)c1
    x	-9	-2	-13	20	-9	x	-2
C[C@@H]1CCCCO[C@H](CN(C)Cc2ccc(C(F)(F)F)cc2)[C@H](C)CN([C@@H](C)CO)C(=O)c2cc(NC(=O)Nc3ccc(F)cc3)ccc2O1
    -3[16.7 µM]	-1	43	16	9	91*	1	-2
COc1ccc2c(c1)cc(C(=O)N[C@H](C(=O)N1CCC(C(=O)O)CC1)C(C)C)n2C
    x	-1	-2	-17	14	5	x	3
CN1[C@H](C(=O)Nc2nccs2)[C@@H](CO)[C@@H]2Cn3c(ccc(-c4ccccc4F)c3=O)[C@@H]21
    x	-2	0	-3	12	x	x	0
Cc1noc(C)c1NC(=O)N(C)C[C@H]1Oc2c(NS(=O)(=O)c3cccs3)cccc2C(=O)N([C@H](C)CO)C[C@@H]1C
    -6[16.7 µM]	-1&-4	2&0	0&-2	-5&-6	-16	4&7	-7&1
CC1CCC(NC(=O)CCS(=O)(=O)c2ccc3c(c2)NC(=O)CS3)CC1 (stereo unspecified)
    -4	1	1	x	-15	13	-9	3
O=C(COC(=O)Cc1ccsc1)NCc1ccc(Cl)cc1
    x	-2	x	4	-6	11	x	-13
